Pol eta inh = blocks human DNA polymerase eta activity; Q9Y253; 390,000 tested, 1.2% active; recombinant Pol eta, fluorescent DNA replication assay; Potency, µM (titrated, usually from 114 µM), for the others: top-dose activity change, negative = inhibition, actives largely listed as inhibitors; further: on the % scale 0 is the no-effect control and ±100 the full control effect
Target sequence (Q9Y253 whole entry, looked up): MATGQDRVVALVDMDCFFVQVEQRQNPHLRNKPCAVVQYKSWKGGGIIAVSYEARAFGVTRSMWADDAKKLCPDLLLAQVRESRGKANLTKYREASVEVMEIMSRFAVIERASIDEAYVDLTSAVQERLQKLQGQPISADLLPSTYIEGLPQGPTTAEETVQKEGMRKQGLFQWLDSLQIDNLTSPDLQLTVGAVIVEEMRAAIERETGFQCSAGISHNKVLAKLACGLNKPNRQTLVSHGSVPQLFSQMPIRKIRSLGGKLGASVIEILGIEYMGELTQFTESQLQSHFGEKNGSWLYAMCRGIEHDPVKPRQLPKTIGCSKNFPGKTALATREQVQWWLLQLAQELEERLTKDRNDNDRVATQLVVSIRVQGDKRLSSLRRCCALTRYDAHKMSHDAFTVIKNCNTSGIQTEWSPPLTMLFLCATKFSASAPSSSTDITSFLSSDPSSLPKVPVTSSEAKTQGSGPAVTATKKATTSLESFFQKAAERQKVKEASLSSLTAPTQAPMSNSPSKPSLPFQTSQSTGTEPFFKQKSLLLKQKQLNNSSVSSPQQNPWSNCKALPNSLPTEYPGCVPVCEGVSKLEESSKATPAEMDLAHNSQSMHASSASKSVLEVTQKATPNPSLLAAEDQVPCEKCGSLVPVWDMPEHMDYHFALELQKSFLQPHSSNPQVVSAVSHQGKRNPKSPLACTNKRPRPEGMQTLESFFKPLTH
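Pol eta at 10 nM preincubated with compounds 15 min at room temperature; reaction started with fluorescent substrate (50 nM final) and read kinetically at 0 and 10 min.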
Pol kappa inh = inhibitors of human DNA polymerase kappa; AID 588579; Q9UBT6; Potency, µM (highest dose often 107 µM), inactives show top-dose activity, negative = inhibition, usual class: inhibitors; purified Pol kappa, fluorescent DNA synthesis assay, 10 min; 400,000 tested, 0.53% active; further: on the % scale 0 is the no-effect control and ±100 the full control effect
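Inhibition of 10 nM Pol kappa is measured by a fluorescent read-out at 0 and 10 min following addition of 50 nM substrate (final), with a 15-min room-temperature compound preincubation.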
G9a block = blocks human histone lysine methyltransferase G9a | AID 504332 | Potency, µM (top dose mostly 102 µM), for the others: at the highest dose activity, negative = inhibition, usual class: inhibitors | G9a H3K9 monomethylation, AlphaScreen, 2 h | 350,000 tested, 8.8% active | Q96KQ7; further: on the % scale 0 is the no-effect control and ±100 the full control effect; nearly all actives have a fitted effect of over 75% in size
Target sequence (Q96KQ7 913-1193 limits assumed): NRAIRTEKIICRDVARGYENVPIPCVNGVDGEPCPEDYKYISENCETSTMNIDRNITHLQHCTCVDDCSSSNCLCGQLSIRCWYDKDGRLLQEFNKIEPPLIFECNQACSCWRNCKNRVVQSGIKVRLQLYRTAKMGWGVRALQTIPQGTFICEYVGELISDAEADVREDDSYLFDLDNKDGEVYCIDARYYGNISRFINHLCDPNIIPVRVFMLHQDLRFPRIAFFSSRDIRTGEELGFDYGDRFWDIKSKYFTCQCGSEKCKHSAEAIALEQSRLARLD
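Quantitative HTS format: methyltransferase activity on a biotin-tagged H3K9 peptide is measured by AlphaScreen, using a rabbit anti-monomethyl-H3K9 antibody with streptavidin donor and anti-IgG acceptor beads. Final levels are 20 nM enzyme, 500 nM peptide, 20 uM SAM; 2 h RT.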
POLI inh = blocks human DNA polymerase iota activity; Potency, µM (titrated, usually from 115 µM), for inactives: at the highest dose activity, negative = inhibition, hits mostly inhibitors; AID 588590; Q9UNA4; Pol iota fluorescent replication assay, 10 min; 390,000 tested, 1% active
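Pol iota at 10 nM preincubated 15 min with compounds at room temperature; reaction started with fluorescent substrate, 50 nM final. Fluorescence read kinetically at 0 and 10 min; buffer-only wells as negative control.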
POLB inh = DNA polymerase beta (human) inhibition. P06746. Pol beta primer extension/strand displacement, fluorescence kinetic. Potency, µM (doses to about 114 µM), inactives show top-dose activity change, negative = inhibition, most hits filed as inhibitors. 340,000 tested, 1.3% active; further: on the % scale 0 is the no-effect control and ±100 the full control effect
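Curves were derived by four-parameter Hill fits of normalized qHTS data. The kinetic fluorescent primer-extension read was taken at 0 and 10 min after 50 nM substrate, following a 15 min room-temperature preincubation of 10 nM enzyme with compounds.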
APEX1 inh = blocks human APE1 abasic DNA cleavage; recombinant APE1, TAMRA/BHQ-2 abasic DNA cleavage fluorescence; Potency, µM (series often up to 65.8 µM), without a hit: at the highest dose activity change, negative = inhibition, actives largely listed as inhibitors; 350,000 tested, 0.35% active; AID 2517;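 further: plate controls were vehicle for no effect and reference inhibitor for full effect; nearly all actives have a fitted effect of over 55% in size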
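Incision of a quenched TAMRA/BHQ-2 THF abasic-site duplex (50 nM) by 0.75 nM APE1, after 15 min compound preincubation, measured as fluorescence increase over three 60 s reads. Values normalized to buffer, DMSO and NSC13755 control wells.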
BLM helicase inh = Bloom syndrome helicase (human) inhibition | P54132 | recombinant BLM DNA unwinding, fluorescence dequenching | Potency, µM (top dose mostly 56.1 µM), for the others: at the top dose activity change, negative = inhibition, actives largely listed as inhibitors | 350,000 tested, 0.2% active | AID 2528;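 further: plate controls were vehicle for no effect and no enzyme for full effect; nearly all actives have a fitted effect of over 35% in size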
BAZ2B inh = BAZ2B (human) inhibition. 360,000 tested, 4.4% active. AlphaScreen BAZ2B-H3K14Ac peptide displacement. Q9UIF8. AID 504333. Potency, µM (highest dose often 114 µM), inactives show at the top dose activity change, negative = inhibition, actives largely listed as inhibitors; further: on the % scale 0 is the no-effect control and ±100 the full control effect; nearly all actives have a fitted effect of over 60% in size
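Protein-peptide AlphaScreen: BAZ2B 50 nM, b-H3K14Ac 50 nM, 1x PBS pH 7.4 + 0.01% Tween-20. Preincubation 30 min RT; cpd 30 min RT (top 110 uM); beads 20 min RT, light-protected.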
JMJD2A Tudor inh = inhibitors of human JMJD2A Tudor domain; AlphaScreen JMJD2A-Tudor / H3K4me3 peptide binding; Potency, µM (top dose mostly 114 µM), for inactives: top-dose activity change, negative = inhibition, most hits filed as inhibitors; 390,000 tested, 4.4% active; AID 504339; further: on the % scale 0 is the no-effect control and ±100 the full control effect; nearly all actives have a fitted effect of over 50% in size
Starred values were filed as active, the others as inactive; ? = inconclusive; nt = not tested or not shown; & = joins results of further samples; [ ] = another dose, or the depositor's remark. The call rests on the fitted dose curve; in most records, active means well fitted curve in the direction sought with a large enough effect; inconclusive means small, poorly fitted or top-dose-only effect, or another doubt; inactive means no such curve, though single readings can be large; an effect the other way counts as inactive or inconclusive. Potency means the concentration at half of the fitted maximal effect. This is a subset. The share of hits here may be higher or lower than overall.

Sequence of screens – Pol eta inh, Pol kappa inh, G9a block, POLI inh, POLB inh, APEX1 inh, BLM helicase inh, BAZ2B inh, JMJD2A Tudor inh
COC(=O)c1cccc(NC(=O)c2cccnc2)c1
  3%, -17%, -5%, 43%[activator], 15%, 2%, -4%, -25%, -16%
COc1ccc(N(CC(=O)N/N=C/c2cccs2)S(=O)(=O)c2ccccc2)cc1
  -22%, 4%, 11%, 62%[activator], 10%, -6%, -8%, -10%, -20%
O=C1NC(c2ccncc2)C(C(=O)c2cccs2)C(O)(C(F)(F)F)N1 (stereo not given)
  -13%, -7%, 8%[0.0925 µM], 3%, 17%, 16%, 0%, 12%, 13%
CC1(c2nnc(-c3ccncc3)o2)CC(c2c(Cl)cccc2Cl)=NO1 (stereo not given)
  -10%, -11%, -1%[12.7 µM], -1%, -5%, -2%, -1%, 2%, -19%
COc1cc(C(=O)N2CCCN(C)CC2)cc(OC)c1C
  -8%, -9%, ?, 6%, -19%, 8%, -2%, 0%, -20%
C/C(=C\c1ccco1)C1C(C#N)=C(N)Oc2n[nH]c(-c3ccc(C)cc3)c21 (stereo not given)
  -18%, -5%, 5%[59 µM], ?, 11%, 10%, -5%, -14%, -10%
CCN(CC)CCOC(=O)c1ccc(N=CC2=C(O)CC(C)(C)CC2=O)cc1
  11%, -3%, nt, 5%, nt, nt, nt, nt, -18%[11.4 µM]
Cc1ccccc1Cn1c(CCCNC(=O)C2CCCCC2)nc2ccccc21
  -3%, -12%, 3%[59 µM], 22%, -1%, nt, 2%, -14%, -15%
CCCC/C(O)=C1\C(=O)CC(C)(C)CC1=Nc1ccccc1OC
  -26%, -12%, -1%[12.7 µM], 9%[58.9 µM], 21%, 13%, -5%, 2%, 4%
CNC(=S)NNC(=O)c1cccn(Cc2ccc(Cl)cc2Cl)c1=O
  nt, nt, ?, nt, 33%, 16%, -1%, 4%, nt
Cc1ccc(CNC(=O)C2CCCN(S(=O)(=O)c3cccc4nsnc34)C2)cc1 (stereo not given)
  -13%, 4%, 11%[59 µM], 34%[activator], 23%, nt, -1%, nt, -7%
CCOc1ccc(C2SCC(=O)N2c2c(C)n(C)n(-c3ccccc3)c2=O)cc1 (stereo not given)
  -7%, 0%, 20%, 12%, 10%, -1%, -6%, -4%, 10%
O=C(CNC(=O)c1ccncc1)N/N=C/c1ccc(O)cc1O
  -12%, 3%, 0%, 35%[activator], -1%, -3%, -8%, ?, ?
CC(=O)N1c2ccc(S(=O)(=O)N3CCC(C(=O)N4CCC(C)CC4)CC3)cc2CC1C (stereo not given)
  -5%, 9%, 7%[59 µM], 30%[activator], -8%, 89%[activator], 0%, -24%, -4%
CCCN(CCC)c1nc(N)nc(-c2cc(Cl)ccc2OC)n1
  -21%, -12%, -1%, 4%, -11%, -4%, -8%, 1%, 6%[57.1 µM]
CCOCCCNS(=O)(=O)c1ccc(NC(=O)CN2C(=O)c3ccccc3C2=O)cc1
  -11%, -6%, 4%, -21%, 1%, 2%, 1%, -6%, -20%
COC(=O)c1ccc(NC(=O)CN2C(=O)c3ccccc3S2(=O)=O)cc1
  -6%, -22%, 9%, -14%, 0%, 67%[activator], -4%, -14%, -7%
O=C(CNC(=O)c1ccc2ccccc2c1)NCc1ccc(F)cc1
  -6%, -7%, 1%, -6%, 1%, 37%, -2%, -30%, -5%
CCOc1ccccc1-n1c(C)cc(C=O)c1C
  -23%, -4%, 25%[12.7 µM], 195%[activator], 15%, 1%, -3%, -32%, -31%
O=C(CNC(=O)C1COc2ccccc2O1)N/N=C\c1ccc(Br)cc1 (stereo not given)
  -6%, -15%, nt, -3%, 5%, -15%, -4%, -16%, -13%
CCC(=O)C1=C(c2ccc(OC)c(OC)c2)N(C(=O)CC)n2c(CC)nnc2S1
  0%, 1%, 17%[59 µM], 47%[activator], 9%, nt, -8%, -23%, -12%
C=CCNc1ncnc2c1[nH]c1ccccc12
  -7%, -7%, 5%, -9%, -4%, -1%, -1%, 0%, -13%
CCCNc1ccc(S(=O)(=O)N(CC)CC)cn1
  -16%, 4%, -1%[59 µM], 90%[activator], 26%, 23%, 4%, -1%, 7%
Cc1ccccc1N1CCN(S(=O)(=O)CC23CCC(CC2=O)C3(C)C)CC1 (stereo not given)
  1%, 3%, 4%, -2%, 1%, 46%[activator], -7%, -2%, -15%
CCOC(=O)C(NC(=O)CC)C(O)c1cccc([N+](=O)[O-])c1 (stereo not given)
  5%, 1%, -3%, -3%, 0%, -3%, -3%, -6%, 9%
CN(C)c1ccc(C2C3CCCc4ccccc4C3=NN2C)cc1 (stereo not given)
  -18%, 3%, 10µM*, 27%, 1%, 1%, -11%, 32µM*, 25µM*
O=C(CSc1ncn(-c2ccccc2)n1)NCc1ccccc1
  -15%, -12%, -2%[12.7 µM], 3%, 1%, 13%, -2%, 4%, -14%
Cc1ccc(OCc2occc2C(=O)O)cc1
  ?, -37%, nt, ?, nt, nt, nt, nt, -24%
CCc1nc(C)ccc1OCC(=O)N1CCc2c([nH]c3ccccc23)C1c1ccccn1 (stereo not given)
  -11%, 5%, -5%, 23%, -14%, 2%, -8%, -13%, ?
O=C(NC1CCCC1)C(c1cccs1)N(C(=O)c1csnn1)c1ccccc1F (stereo not given)
  -4%, 2%, 22%, -2%, 14%, 11%, -5%, -2%, -1%
CCC(CO)Oc1cc(NCc2cccc(OC)c2)c2ncn(C(C)C)c2c1 (stereo not given)
  -12%, 2%, nt, ?, nt, 49%, nt, nt, ?
COc1ccccc1NC(=O)COC(=O)CN1C(=O)C(=O)c2ccccc21
  -18%, 3%, -18%, -17%, 4%, -16%, -2%, -13%, -9%
Cc1ccc(NC(=O)CCS(=O)(=O)c2cccc3nonc23)cc1
  -8%, -11%, 6%, 112%[activator], 41%, -2%, 0%, -4%, -14%
O=c1c(Cc2c(F)cccc2Cl)c(O)ccn1C1CCCCCC1
  -7%, 4%, -11%, 30%[activator], 11%, 6%, -5%, ?, -5%
O=C(CN1C(=O)C2CC=C(Cl)CC2C1=O)Nc1ccc(C(=O)O)cc1 (stereo not given)
  -8%, -18%, 13µM*, -1%, -1%, -11%, 2%, -12%, -25%
O=C(N/N=C/c1ccoc1)c1cccc([N+](=O)[O-])c1
  -10%, -33%, 34%, ?, ?, ?, -4%, -35%, -11%
CCOC(=O)c1nnn(-c2nonc2-n2cccc2)c1CN1CCC(C(=O)OCC)CC1
  -13%, -19%, 16%[59 µM], 13%, -2%, -6%, -7%, -37%, 6%
O=C(Nc1nc2n(n1)C(c1ccccc1)C=C(c1ccccc1)N2)c1ccco1 (stereo not given)
  -8%, 0%, 22µM*, 0%, -22%, 22%, -7%, 25µM*, -29%
Cc1ccc(C#N)c(SCc2cc3c(cc2Cl)OCO3)n1
  -5%, -5%, 3%[2.33 µM], -2%, 51%, 0%, 1%, 10%, -8%
COc1ccc(NS(=O)(=O)c2ccc3[nH]c4c(c3c2)CCCC4)cc1OC
  -12%, -9%[60.1 µM], 11µM*, -5%, ?, nt, -4%, ?, 45µM*
O=C1Cc2cc(S(=O)(=O)N3CCCCC3)ccc2N1
  -17%, -6%, nt, 24%, 5%, -8%, -4%, -6%, -10%
CC(=O)C(=Cc1cc(C)n(-c2ccccc2)c1C)C(C)=O
  -10%, 2%, ?, 90%[activator], 14%, 0%, -2%, nt, ?
CCOc1cc(C(=S)N2CCCC2)ccc1OC
  -21%, -2%, -11%, 152%[activator], 14%, -3%, -1%, 3%, 3%
O=C(CN1CCCCC1)NC(=O)NCc1ccccc1
  -12%, -10%, 24%[59 µM], 35%[activator], 17%, 3%, -1%, 24%, -5%
COc1ccc(OC)c(C(=O)NC(CC(N)=O)c2ccc(NC(C)C)c([N+](=O)[O-])c2)c1 (stereo not given)
  -9%, 3%, ?, 8%, 27%, 12%, -3%, -38%, -24%
Cc1ccc(NC(=O)C(C)Sc2nc(=O)cc(N)n2-c2ccccc2)cc1 (stereo not given)
  -5%&0%, -6%&2%, -12%&17%[59 µM], -8%&2%, 41%, 0%, -7%&-3%, -16%&-13%, -10%&-8%
N/C(=N\OC(=O)c1ccc(Cl)cc1Cl)c1ccccc1
  -14%, -2%, 98%[activator][59 µM], 28%, 27%, -6%, -3%, 64%[activator], 131%[activator]
CC(OC(=O)CCC(=O)c1cccs1)C(=O)Nc1ccccc1[N+](=O)[O-] (stereo not given)
  4%, -9%, ?, 35%[activator], 3%, 2%, -7%, nt, ?
O=C(NC1CC1)c1ccc(CS(=O)c2ccc(Br)cc2)o1 (stereo not given)
  -20%, -10%, -10%[59 µM], 30%, 2%, 18%, -1%, -10%, -14%
O=C(C1=C[C@H](c2csc3ccccc23)C[C@H](OCc2ccc(CO)cc2)O1)N1CCN(Cc2ccc3c(c2)OCO3)CC1
  -16%, 6%, -37%[12.7 µM], 16%, -2%, -2%, -15%, -31%, ?
CC(=O)c1c(C)[nH]c(C(=O)Nc2ccc(Cl)c(S(=O)(=O)N(C)C)c2)c1C
  -11%, 18%, -21%, -8%, 2%, -3%, 2%, ?, -35%
Cc1ccc(/C=N/N2CCN(Cc3ccccc3)CC2)cc1
  -22%, 1%, ?, -1%, 27%, -3%, -3%, ?, 79µM*
COc1ccccc1NC(=O)CSc1nccn1Cc1ccccc1
  -21%, 3%, -7%, 14%, 17%, 42%, -3%, ?, -25%
CC(C)(CNC(=O)c1ccc(-c2cccc(C(F)(F)F)c2)o1)N1CCOCC1
  -21%, -2%, -21%[12.7 µM], 0%, nt, 53%[activator], nt, -20%, -13%

2 compounds from above, reduced to APEX1 inh and G9a block.
smiles | APEX1 inh | G9a block
O=C(C1=C[C@H](c2csc3ccccc23)C[C@H](OCc2ccc(CO)cc2)O1)N1CCN(Cc2ccc3c(c2)OCO3)CC1 | -2% | -37%[12.7 µM]
CC(=O)c1c(C)[nH]c(C(=O)Nc2ccc(Cl)c(S(=O)(=O)N(C)C)c2)c1C | -3% | -21%
